EWS-Fli inh = EWS/Fli-driven NR0B1 reporter inhibitors, primary screen, A673 cells, NR0B1 luciferase, luminescence, MLPCN library | AID 651661, 2012 | inhibition, % at 12.6 µM | viability-normalised | 350,000 compounds, 0.67% hits;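 active = mean inhibition of at least 50% after viability correction, with every replicate also passing that limit; inconclusive = mean reaches 50% but only one of two replicates passes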;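 note: firefly luciferase signal divided by Alamar Blue viability fluorescence both relative to DMSO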
Xi reactivation = activators of inactive X chromosome reactivation, primary screen, imaging, XiGFP fibroblasts, GFP high-content imaging, set 2 | XiGFP mouse fibroblasts, % GFP-positive cells imaging, 3 d; cells co-treated with 5-aza-dC sensitizer; scaled so ellipticine positive control = 100% | activation, % at 7.58 µM | 360,000 compounds, 0.055% hits | AID 743238, 2013;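 active = mean normalized replicate activation at least 10% and every replicate at or above 10%; inconclusive = only one of the two criteria met; inactive = mean below 10% and not all replicates reach 10%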;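 note: 0% = median of on-plate neutral control wells and 100% = ellipticine 6 µM median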
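Material: SV40-immortalized XiGFP fibroblast cells, line 68-5-11 | Buffer or medium: DMEM containing 5-aza-dC | Dosing: One concentration, pinned | Times: 3 d treatment, 15 min room-temperature fixation | Controls: Ellipticine 6 µM positive control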
RAD54 branch = inhibitors of human RAD54 branch migration, primary screen, biochemical, fluorescence, single point | DNA repair and recombination protein RAD54-like (Homo sapiens), Q92698 | RAD54 Holliday junction branch migration, FAM/BHQ fluorescence | inhibition, % at 10.4 µM | 360,000 compounds, 0.14% hits | AID 602329, 2012;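 active = mean normalized replicate activity at least 40 and at least half of replicates scoring 40 or more; inconclusive = only one of the two criteria met; inactive = mean below 40 and under half of replicates reaching 40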;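 note: 0% = median of neutral control wells and 100% = median of positive control wells; inhibitors cause a drop in the FAM fluorescence signal; in these data hits start at about 50%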
Target sequence (Q92698 whole entry, looked up): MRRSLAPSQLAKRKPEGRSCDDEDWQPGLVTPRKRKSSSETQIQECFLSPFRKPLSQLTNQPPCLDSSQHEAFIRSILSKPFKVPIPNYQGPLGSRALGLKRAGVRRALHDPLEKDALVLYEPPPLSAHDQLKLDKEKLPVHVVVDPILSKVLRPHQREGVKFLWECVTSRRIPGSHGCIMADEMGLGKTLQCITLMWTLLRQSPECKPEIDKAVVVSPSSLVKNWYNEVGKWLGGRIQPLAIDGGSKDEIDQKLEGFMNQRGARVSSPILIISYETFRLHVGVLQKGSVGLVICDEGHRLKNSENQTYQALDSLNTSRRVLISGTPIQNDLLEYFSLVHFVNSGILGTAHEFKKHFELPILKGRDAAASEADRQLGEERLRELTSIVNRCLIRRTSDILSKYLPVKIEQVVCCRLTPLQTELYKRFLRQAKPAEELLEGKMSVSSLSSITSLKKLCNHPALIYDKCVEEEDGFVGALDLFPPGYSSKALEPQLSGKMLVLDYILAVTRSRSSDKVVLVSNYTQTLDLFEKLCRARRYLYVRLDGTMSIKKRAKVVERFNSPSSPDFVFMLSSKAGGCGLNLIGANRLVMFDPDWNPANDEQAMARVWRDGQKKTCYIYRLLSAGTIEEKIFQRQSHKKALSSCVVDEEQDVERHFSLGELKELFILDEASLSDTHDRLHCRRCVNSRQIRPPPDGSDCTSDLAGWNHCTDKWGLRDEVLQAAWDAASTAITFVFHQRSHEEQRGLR
esBAF inh = Bmi1 luciferase reporter increase in mESCs, primary screen, esBAF inhibitor project, mouse ES cells, Bmi1 luciferase knock-in, single point; 24 h; 100% = twice the neutral-well signal; reporter increase, % at 12.5 µM; 350,000 compounds, 2% hits; AID 602393, 2012; in the data active = activation above about 40%; inconclusive = no clear call, values can overlap the other calls;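 note: 0% = median of the plate's neutral control wells and 100% = double that signal; a rise in the Bmi1 reporter signal indicates esBAF inhibition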
S100A4 inh HTS = inhibitors of S100A4-myosin IIA peptide binding, primary screen, biochemical, fluorescence polarization, TAMRA-MyoIIA peptide | Protein S100-A4 (Homo sapiens), P26447 | inhibition, % at 10.7 µM | 360,000 compounds, 0.14% hits;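 active = mean inhibition of at least 70% across replicates, with every replicate also reaching that level; inconclusive = mean inhibition reaches 70% but some replicates fall short; inactive = mean inhibition below 70%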
Target sequence (P26447 whole entry, looked up): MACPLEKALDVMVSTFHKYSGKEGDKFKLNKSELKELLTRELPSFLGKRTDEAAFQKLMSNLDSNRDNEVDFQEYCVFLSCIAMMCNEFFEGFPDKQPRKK
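Material: S100A4 monomer protein | Medium: HEPES pH 7.2 with CaCl2, KCl, NaCl, DTT, Triton | Reagent: Labelled myosin peptide probe, 5 nM | Doses: One dose per compound | Times: 5 min incubation before reading | Benchmarks: Neutral control DMSO, positive control TFP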
E-selectin induc = E-selectin induction in HUVECs, primary screen, imaging, HUVEC, immunofluorescence imaging, single point. 260,000 compounds, 0.37% hits. activation, % at 7.58 µM. normalized: neutral wells 0, TNF-alpha wells 100;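 active = mean E-selectin-positive cell signal at least 10% of the positive control, reached in at least 60% of replicates, without over 20% cell loss; inconclusive = no rule given, readout overlaps actives, possibly toxicity-flagged; inactive = the rest, including those meeting only one limit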;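 note: in these data hits start at about 27%; measured in HUVEC primary endothelial cells; signal is the percent of cells scored E-selectin positive by PE staining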
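Test system – human umbilical vein endothelial cells (HUVEC), E-selectin induction · Input – 3,000 HUVEC seeded per well · Buffer or medium – EGM-2, gelatin · Compound dosing – single-point compound dose · Detection – immunofluorescence imaging · Measure – percent E-selectin-positive cells · Controls – TNF-alpha high, DMSO low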
RAD52 inh = RAD52 DNA annealing inhibitors, primary screen, biochemical, FRET, single point, set 2 | inhibition, % at 18.7 µM | DNA repair protein RAD52 homolog (Homo sapiens), P43351 | 360,000 compounds, 0.46% hits | recombinant RAD52 DNA annealing, FRET fluorescence | AID 651710, 2012;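 active = every replicate showing at least 50% inhibition; inconclusive = mean inhibition at least 50% but not in every replicate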
FN deposition inh = inhibitors of fibronectin matrix deposition, primary screen, AH1F cells, Alexa488-fibronectin fluorescence, plate reader. AH1F fibroblasts, overnight. inhibition, % at 12.6 µM. 350,000 compounds, 0.086% hits. AID 743247, 2014;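 active = mean inhibition across replicates of 30% or more, regardless of how many single replicates reach that level; inconclusive = mean under 30% yet at least half of replicates reach 30%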;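 note: positive control wells lacked labelled fibronectin entirely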
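Material: AH1F fibroblast monolayer depositing Alexa488-labelled fibronectin into matrix | Input: 10000 AH1F cells/well | Medium: DMEM plus 2% serum, read in PBS | Reagent: Alexa488-fibronectin, 24 nM final in well | Compound dosing: One dose per compound, pinned | Schedule: 1 h adhesion, overnight exposure | Measured by: Fluorescence at 485 nm excitation, 525 nm emission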
Numbers without * were called inactive; ? = inconclusive; . = no result given.

SMILES	EWS-Fli inh	Xi reactivation	RAD54 branch	esBAF inh	S100A4 inh HTS	E-selectin induc	RAD52 inh	FN deposition inh
CC(C)Oc1ccc(F)cc1-c1cc(C(=O)NCc2cccs2)[nH]n1	15	0.1	-2	9	16	0.1	-6	7
COc1ccc(C(=O)COC(=O)c2c(C)noc2C)cc1Cl	7	0.2	-14	.	3	1.4	0	10
Cc1cccc(COC[C@H](Cc2ccccc2)N2CCN(C(=O)c3cccc(Cl)c3)CCC2=O)c1	18	0.0	.	.	-2	-0.2	7	2
CC1(C(=O)NS(C)(=O)=O)CCN1C(=O)CC(c1ccccc1)c1ccccc1 (configuration not stated)	-8	0.1	3	6	-3	0.0	-7	-3
CCOC(=O)[C@H]1[C@H]2COc3ccc(C)cc3[C@@H]2N2C(=O)c3ccccc3NC(=O)[C@@]12C	-11	-0.3	-16	-5	1	7.5	-4	8
Cc1ccc(C(=O)NC(C)c2ccncc2)o1 (configuration not stated)	9	-0.1	3	.	-2	0.2	-33	0
O=C(CNC(=O)c1ccccc1)OCc1nnc(-c2ccc(Cl)cc2)o1	-16	0.0	-3	5	5	.	-15	-1
COc1ccc(CCN2CC(C(=O)NCc3nc4ccccc4n3C)CCC2=O)cc1 (configuration not stated)	2	-0.1	7	-7	-5	-0.9	-10	6
CC(C)(C)OC(=O)N1CCc2onc(-c3ccccc3[N+](=O)[O-])c2C1=O	0	0.6	.	.	2	0.0	-11	-2
Cc1ccccc1-c1ccc([C@@H]2[C@@H](CO)N3C(=O)CN(C(=O)Cc4ccccn4)C[C@@H]23)cc1	-4	0.0	.	.	6	-0.4	-6	.
CN(C)CC(=O)N1[C@@H]2c3ccc(C4=CCCC4)c(=O)n3C[C@H]1[C@H](CO)[C@H]2C(=O)NCC1CCCCC1	?	0.6	4	-2	-2	0.0	28	.
Cc1nonc1OCCNCCNc1ccccc1[N+](=O)[O-]	7	0.3	4	8	-7	.	-16	-20
C/C(=N/NC(=O)c1ccc(C)nc1)c1ccc2c(c1)CCCC2	24	0.1	.	.	0	.	-6	-7
Cc1ccc(S(=O)(=O)N2CCN(C(=O)COC(=O)CCOc3cc(C)ccc3C)CC2)cc1	0	0.0	0	-12	-3	0.0	-4	3
CO[C@H]1CN(C)C(=O)c2cc(NC(=O)c3ccc(F)cc3)ccc2OC[C@@H](C)N(C(=O)CN(C)C)C[C@@H]1C	12	0.0	.	-1	.	0.2	.	2
COc1ccc(S(=O)(=O)Nc2ccc3c(c2)C(=O)N([C@H](C)CO)C[C@@H](C)[C@@H](CN(C)C(=O)Nc2c(C)noc2C)OCCCC[C@@H](C)O3)cc1	-2	0.2	-1	-3	-3	0.2	-11	-6
COc1ccc(NC(=O)N(C)C[C@@H]2Oc3ncc(C4=CCCC4)cc3C(=O)N([C@@H](C)CO)C[C@H]2C)cc1	11	-0.8	-3	1	-3	0.4	-3	-10
Cn1nnnc1NCc1ccccc1F	18	0.0	-15	-6	0	.	-17	-2
O=c1cc(CSc2n[nH]c(-c3ccncc3)n2)nc2sccn12	7	0.0	.	.	-6	.	-15	.
Cc1cc(C)cc(NC(=S)N(CCN(C)C)Cc2cccs2)c1	10	-0.1	-10	-4	-5	0.8	-30	-12
COc1cc(/C=N/NC(=O)c2ccncc2)ccc1OCC(=O)Nc1cccc([N+](=O)[O-])c1	-65	0.0	-3	6	-14	0.8	-8	-2
C=CCCC1CN(Cc2ccc(OC)cc2)S(=O)(=O)c2c(Oc3ccc(OC)cc3)cccc2O1 (configuration not stated)	6	0.7	.	.	-2	1.7	-4	-15
C[C@@H]1CCCCO[C@H](CN(C)S(=O)(=O)c2cn(C)cn2)[C@H](C)CN([C@@H](C)CO)C(=O)c2cc(NC(=O)Nc3ccccc3)ccc2O1	-5	0.4	-2	-1	-21	1.2	4	-4
OC(c1ccccc1)(c1ccccc1)C1CCN(CCCOc2cccnc2)CC1	-4	0.0	.	.	15	0.1	1	3
Cc1oc(-c2ccccc2)nc1C(=O)N1CCN(c2ccc(F)cc2)CC1	-2	0.0	7	-2	-2	2.8	-35	3
c1ccc2sc(SCSc3nc4ccccc4s3)nc2c1	-26	1.0	-5	20	3	2.1	0	3
CCc1ccccc1NC(=O)C1CCN(S(=O)(=O)c2ccc(N3CCCC3=O)cc2)CC1	4	0.1	5	-8	-1	-0.1	-41	-11
CC1CCCC(C)N1C(=O)COc1ccccc1F (configuration not stated)	-11	0.1	.	.	12	.	-7	-4
Cc1ccc2nc3c(c(C(=O)OC4CCOC4=O)c2c1)CCCC3 (configuration not stated)	-12	0.0	-7	-4	-5	-0.1	-6	-4
COc1ccc(OC)c(C(=O)c2coc3ccc(O)c(CN(C)C)c23)c1	-2	0.0	7	-4	-3	0.1	11	4
Cc1ccc(-c2ccc3c(c2)O[C@@H](CN(C)Cc2ccc(C(=O)O)cc2)[C@H](C)CN([C@@H](C)CO)S3(=O)=O)cc1	2	-0.1	9	1	5	-0.2	-3	.
COCC(=O)Nc1ccc2c(c1)C(=O)N(C)C[C@H](OC)[C@@H](C)CN(C(=O)c1ccccn1)[C@@H](C)CO2	-1	0.1	1	-6	2	-0.2	-14	-29
Cc1nc(-c2ccc(C(=O)Nc3cccc(Br)c3)cc2)cs1	-6	0.0	.	.	-1	-1.2	-7	3
CCOC(=O)c1c(NC(C)=O)sc(C(=O)NC2CCCC2)c1C	-2	0.1	-13	0	-14	0.0	-8	0
COc1ccc(NC(=O)N(C)C[C@@H]2Oc3c(NS(=O)(=O)c4ccc(C)cc4)cccc3C(=O)N([C@H](C)CO)C[C@H]2C)cc1	3	-0.4	2	0	0	0.0	19	.
O=C(NCc1ccccc1Cl)c1ccc(CS(=O)Cc2ccc(Cl)cc2)o1 (configuration not stated)	12	0.0	0	2	-2	.	-12	-1
COc1ccc([C@@H]2[C@@H]3C(=O)N(C(C)(C)C)C(=O)[C@@H]3[C@]3(Cc4ccc(Cl)cc4)C(=O)N(c4cccc(F)c4)C(=O)N23)cc1	-10	0.1	-1	-3	-1	-0.2	-6	-1
O=C(c1cccc(F)c1)N1CCCC(C(=O)N2CCCCCC2)C1 (configuration not stated)	6	0.2	-6	-9	-1	.	-11	7
CCN1CCN(C(=O)Cn2nc(C)c3sc4ccccc4c3c2=O)CC1	.	0.0	-3	-2	3	.	-5	2
CO[C@@H]1CN(C)C(=O)c2cc(NC(=O)c3ccc(F)cc3)ccc2OC[C@@H](C)N(C(=O)CC2CC2)C[C@H]1C	-2	0.6	.	2	.	-0.2	.	4
N#CC1(c2ccccc2)CCC(=O)N1c1ccccc1 (configuration not stated)	8	0.1	.	.	4	.	0	1
CC1CCCC(C)N1C(=O)Cn1nnc(-c2ccccc2)n1 (configuration not stated)	11	0.0	-12	-1	3	1.1	-15	1
N#Cc1ccc(-c2ccc(C3[C@H]4CNC[C@@H]3N4C(=O)Nc3ccc(Cl)cc3)cc2)cc1 (some centres not stated)	46	0.0	.	.	.	0.1	.	2
Cc1[nH]c2ccccc2c1-c1ccc(Cl)nn1	-16	0.0	.	.	-2	.	-7	.
COc1ccc(/C=N/OCC(=O)N=Nc2c(O)[nH]c3ccc(Br)cc23)cc1OC	-32	0.0	.	.	2	.	5	.
O=C(C[C@H]1C=C[C@H](NS(=O)(=O)c2ccccc2)[C@@H](CO)O1)NCCN1CCCCC1	5	0.4	3	0	-2	0.1	-8	-18
COc1cc(/C=C/C(=O)N(C)CC(=O)Nc2ccccc2SC)cc(OC)c1OC	4	0.3	1	1	-1	.	-4	-14
O=C(OCC(=O)c1ccc[nH]1)c1ccc(Br)cc1	-1	0.4	-3	-9	0	-0.2	-15	1

2 compounds from above, limited to RAD54 branch:
canonical_smiles,RAD54 branch
O=C(C[C@H]1C=C[C@H](NS(=O)(=O)c2ccccc2)[C@@H](CO)O1)NCCN1CCCCC1,3
CC1CCCC(C)N1C(=O)Cn1nnc(-c2ccccc2)n1 (configuration not stated),-12

Next part
SMILES	EWS-Fli inh	Xi reactivation	RAD54 branch	esBAF inh	S100A4 inh HTS	E-selectin induc	RAD52 inh	FN deposition inh
Cc1cc(C)nc(N2CCN(S(=O)(=O)c3ccc(F)cc3)CC2)n1	6	-0.2	0	7	-7	.	-6	5
CCOC(=O)c1c(S(=O)(=O)Nc2ccc(F)cc2Cl)c(C)n(C)c1C	.	0.1	-1	0	0	.	5	-18
Cc1ccc(S(=O)(=O)N(C)C[C@@H]2Oc3ccc(NC(=O)Cc4ccccc4)cc3CC(=O)N([C@@H](C)CO)C[C@H]2C)cc1	9	-0.3	4	0	-7	-0.2	9	.
Cc1cc(Nc2cccc(Br)c2)c2ccccc2n1	11	1.0	.	.	-10	0.0	15	2
C[C@@H]1CCCCO[C@H](CN(C)C(=O)Nc2ccc(C(F)(F)F)cc2)[C@H](C)CN([C@@H](C)CO)C(=O)c2cc(NC(=O)c3ccccc3)ccc2O1	-6	-1.1	-8	-5	4	0.5	-66	.
CO[C@H]1CN(C)C(=O)c2cc(NC(C)=O)ccc2OC[C@@H](C)N(C(=O)c2cnccn2)C[C@H]1C	11	0.0	-23	-3	4	0.0	-6	1
O=C(Nc1nccs1)C1CC(=O)N(CCc2ccccc2)C1 (configuration not stated)	5	-0.1	-2	-7	0	0.0	-5	-4
CCOC(=O)c1c(S(=O)(=O)N2CCCC(C(=O)Nc3ccc(C)cn3)C2)c(C)n(C)c1C (configuration not stated)	-7	0.0	-7	3	-4	.	0	-5
Cc1ccc(NS(=O)(=O)c2ccc3c(c2)CC(=O)N3)c(C)c1	-5	-0.1	-1	2	0	0.0	-12	0
COc1cc(C(=O)NCc2cccc(Cl)c2)ccc1OCC(=O)N1CCOCC1	-8	0.1	.	.	-3	.	-4	-3
CN(C)CCNC(C(=O)Nc1cccc(S(=O)(=O)N2CCOCC2)c1)c1ccccc1 (configuration not stated)	4	0.1	-1	-5	-1	.	-9	-4
CCN(CC)CCNC(=O)Cn1nc(Cc2ccncc2)c2ccccc2c1=O	14	0.2	6	-1	0	0.1	-16	0
C[C@@H]1CN([C@H](C)CO)C(=O)c2cc(NC(=O)Nc3ccccc3)ccc2O[C@@H](C)CCCCO[C@@H]1CN(C)CC1CCCCC1	-4	0.2	11	2	11	8.9	-6	1
